# Luciferase inh – Firefly luciferase inhibition profiling of diverse chemical library using quantitative high-throughput screening; purified P. pyralis luciferase, luminescence, biochemical; Potency, µM (series often up to 115 µM), for inactives: at the highest dose activity change, negative = inhibition, hits mostly inhibitors; Luciferin 4-monooxygenase (Photinus pyralis), P08659; 76,000 compounds, 2.5% hits; note: potency is the fitted concentration of half-maximal effect; nearly all actives have a fitted effect of over 65% in size
# Target sequence (P08659 whole entry, looked up): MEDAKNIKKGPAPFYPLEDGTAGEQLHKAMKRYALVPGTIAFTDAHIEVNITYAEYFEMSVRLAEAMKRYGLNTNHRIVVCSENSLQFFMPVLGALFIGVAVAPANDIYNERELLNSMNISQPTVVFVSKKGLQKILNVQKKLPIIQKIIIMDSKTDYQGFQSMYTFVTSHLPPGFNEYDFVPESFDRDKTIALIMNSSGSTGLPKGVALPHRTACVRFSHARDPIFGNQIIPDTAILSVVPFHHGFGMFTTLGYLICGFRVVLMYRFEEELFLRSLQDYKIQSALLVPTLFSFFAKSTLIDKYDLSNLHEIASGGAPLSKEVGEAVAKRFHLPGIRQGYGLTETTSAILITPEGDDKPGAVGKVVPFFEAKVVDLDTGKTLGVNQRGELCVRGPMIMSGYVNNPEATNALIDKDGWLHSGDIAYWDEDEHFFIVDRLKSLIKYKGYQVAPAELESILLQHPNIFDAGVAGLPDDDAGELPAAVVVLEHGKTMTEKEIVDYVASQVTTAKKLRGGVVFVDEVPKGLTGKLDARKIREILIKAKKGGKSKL
#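 FLuc 10nM, D-luciferin 10uM, ATP 10uM, Mg acetate 10mM, Tris acetate pH 7.5, Tween/BSA; cpd qHTS; enzyme added last; CCD luminescence.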
# SNCA expr inhib – Primary qHTS assay for inhibitors of alpha-synuclein gene (SNCA) expression; HEK-293 SNCA-luciferase knock-in, luminescence, 24 h; Potency, µM (series often up to 57.2 µM), for inactives: top-dose activity change, negative = inhibition, actives largely listed as inhibitors; 140,000 compounds, 0.17% hits;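 note: potency is the fitted concentration of half-maximal effect; plate controls were DMSO cells for no effect and cell-free wells for full effect; nearly all actives have a fitted effect of over 45% in size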
# IP6K1 inhibitor – Primary qHTS assay for small molecule inhibitors of Inositol hexaphosphate kinase 1 (IP6K1); Inositol hexakisphosphate kinase 1 (Homo sapiens), Q92551; IP6K1 kinase, ADP-Glo luminescence, 2 h; hits give low values; activity change, % (series mostly up to about 58 µM); 140,000 compounds, 0.81% hits; AID 1645851, 2021; in the data active = activity change below about -25%
# Target sequence (Q92551 whole entry, looked up): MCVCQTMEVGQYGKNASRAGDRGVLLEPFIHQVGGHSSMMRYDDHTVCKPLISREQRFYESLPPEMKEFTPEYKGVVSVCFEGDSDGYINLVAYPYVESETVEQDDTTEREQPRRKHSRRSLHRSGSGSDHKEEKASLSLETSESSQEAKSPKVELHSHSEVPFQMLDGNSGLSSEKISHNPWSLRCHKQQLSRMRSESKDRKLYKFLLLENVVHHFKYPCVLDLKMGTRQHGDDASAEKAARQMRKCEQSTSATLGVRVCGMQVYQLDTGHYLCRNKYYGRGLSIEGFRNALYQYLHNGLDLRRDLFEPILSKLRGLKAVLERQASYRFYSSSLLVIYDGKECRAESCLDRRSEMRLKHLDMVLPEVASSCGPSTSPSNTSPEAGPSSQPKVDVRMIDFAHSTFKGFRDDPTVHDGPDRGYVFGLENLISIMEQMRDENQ
#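 ADP-Glo luminescence measures ADP made by human IP6K1 during a 2 h RT reaction with ATP/IP6 (mix at 1.3 mM/130 uM); top library doses 57.5 and 19.1 uM final.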
# HEK cytotox – Cytotoxic Profiling in HEK 293 Cell Line of Diverse Libraries Using Quantitative High-Throughput Screening. HEK 293 viability, ATP luminescence (CellTiter-Glo), 48-72 h. Potency, µM (top dose mostly 115 µM), for inactives: top-dose activity change, negative = cytotoxicity, usual class: inhibitors. 94,000 compounds, 6.6% hits; note: potency is the fitted concentration of half-maximal effect; nearly all actives have a fitted effect of over 60% in size
#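 Cytotoxicity was scored by loss of ATP-coupled luminescence (CellTiter-Glo) in HEK 293 cells. Compound treatment ran 48 or 72 hr at 37 degree Celsius, 5% CO2, 95% humidity.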
# 3T3 cytotox – Cytotoxic Profiling in NIH 3T3 Cell Line of Diverse Libraries Using Quantitative High-Throughput Screening; NIH 3T3 viability, CellTiter-Glo ATP luminescence, 48-72 h; Potency, µM (highest dose often 96.7 µM), without a hit: at the top dose activity change, negative = cytotoxicity, actives largely listed as inhibitors; 94,000 compounds, 4.3% hits; AID 1345082, 2018; note: potency is the fitted concentration of half-maximal effect; nearly all actives have a fitted effect of over 55% in size
#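 Cells were seeded at 400 per well, treated with pin-transferred compound, and kept 48 or 72 hr at 37 °C before CellTiter-Glo addition and luminescence imaging of cellular ATP.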
# SNCA viab count – GF-AFC viability counterscreen for inhibitors of alpha-synuclein gene (SNCA) expression. HEK-293-SNCA-luc viability, GF-AFC fluorescence, 24 h. Potency, µM (titrated, usually from 57.1 µM), for the others: at the highest dose activity change, negative = cytotoxicity, hits mostly cytotoxic. 150,000 compounds, 0.12% hits;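 note: potency is the fitted concentration of half-maximal effect; 0% = DMSO-treated cells and -100% = medium-only wells without cells; nearly all actives have a fitted effect of over 30% in size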
#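 Cytotoxicity counterscreen: after 24 h compound treatment of genome-edited SNCA-luciferase HEK-293 cells, live-cell protease substrate GF-AFC read by fluorescence after 30 min; activity scaled between DMSO (0%) and medium-only (-100%), curves Hill-fitted.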
# GPT2 inhibitor – Primary qHTS assay for inhibitors of Glutamate pyruvate transaminase 2 (GPT2). Recombinant GPT2, coupled pyruvate oxidase/HRP Amplex Red fluorescence. Potency, µM (doses to about 57.7 µM), for the others: at the top dose activity change, negative = inhibition, hits mostly inhibitors. 100,000 compounds, 0.25% hits; note: potency is the fitted concentration of half-maximal effect; nearly all actives have a fitted effect of over 60% in size; many of its hits are not listed in these tables
#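 GPT2 10ng/uL, a-KG 250uM, L-Ala 2mM, HEPES pH7.5 + 0.0001% Tween; 30 min RT. Then Amplex mix (PO/HRP/ThPP), 30 min RT dark, fluorescence. AOA 50uM used as positive control.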
# An asterisk follows results filed as active; i = inactive; ? = inconclusive; . = not tested or not shown; [ ] = remark or other dose. Unless noted, calls come from the whole dose curve; as a rule, active = well fitted curve in the direction sought with a large enough effect; inconclusive = small, poorly fitted or top-dose-only effect, or another doubt; inactive = no such curve, though single readings can be large; an effect the other way counts as inactive or inconclusive. Unless noted, % is set by controls: 0 for no effect and ±100 for the full control effect.
SMILES,Luciferase inh,SNCA expr inhib,IP6K1 inhibitor,HEK cytotox,3T3 cytotox,SNCA viab count,GPT2 inhibitor
CC1=C(C(=O)Nc2ccccc2)C(c2cccn2C)n2ncnc2N1 (stereo not given),.,16%,-16,.,.,-1%,.
CC(=O)NC1(C)CCCN(Cc2cccc(-c3ccc4c(ccn4C)c3)c2)C1 (stereo not given),?,-5%[87.6 µM],-4,56µM*,79µM*,?,i
O=C(NC[C@H]1O[C@H](Cc2cc(-c3ccc(F)cc3)on2)CC[C@@H]1O)c1ccc(F)cc1,40µM*,15%[87.6 µM],-3,?,?,-9%[87.6 µM],?
COc1ccc(NC(=O)CCc2c(C)nc3nc(CNC(=O)OC(C)(C)C)nn3c2C)cc1OC,.,6%,-2,.,.,3%,.
CCC(=O)C1=C(c2cccc([N+](=O)[O-])c2)N(C(=O)CC)n2c(nnc2-c2ccccc2)S1,.,10%,30,.,.,7%,.
CCN1C(=O)C2CC3(CCN(C(=O)c4ccoc4)CC3)CN2C1=O (stereo not given),1%,-6%,11,4%,-6%,-10%,i
Cc1nc(N2CCN(C(=O)c3ccc(C#N)cc3)CC2)cc(C(F)(F)F)n1,3%,14%,2,5%,-11%,11%,i
C=Cc1ccc(CSc2nc(-c3ccc(OC)cc3)nc3c2Cc2c(CO)cnc(C)c2O3)cc1,.,-26%,-15,.,.,-5%,.
Cc1ccc(C(C(=O)NCc2cc(=O)[nH]cn2)N(C)C)cc1 (stereo not given),0%,-4%,-1,2%,i,3%,?
COc1ccc(NC(=O)Cn2c(=O)c3cc(Cl)ccc3n3nncc23)cc1,.,-10%,-13,.,.,-5%,.
Cc1ccc(NC(=O)CN2C(=O)CSc3ccc(S(=O)(=O)N(C)C)cc32)cc1C,.,-14%,-5,.,.,-10%,.
CCCNC(=O)C1COC2(CCN(C(=O)CC(C)C)CC2)N1C(=O)c1cccc(OC)c1 (stereo not given),-4%,3%,-7,-6%,2%,7%,-5%

# Pulled one by one from above (three):
SMILES,Luciferase inh,SNCA expr inhib,IP6K1 inhibitor,HEK cytotox,3T3 cytotox,SNCA viab count,GPT2 inhibitor
Cc1ccc(C(C(=O)NCc2cc(=O)[nH]cn2)N(C)C)cc1 (stereo not given),0%,-4%,-1,2%,i,3%,?
CCN1C(=O)C2CC3(CCN(C(=O)c4ccoc4)CC3)CN2C1=O (stereo not given),1%,-6%,11,4%,-6%,-10%,i
CCCNC(=O)C1COC2(CCN(C(=O)CC(C)C)CC2)N1C(=O)c1cccc(OC)c1 (stereo not given),-4%,3%,-7,-6%,2%,7%,-5%

# Continued.
SMILES,Luciferase inh,SNCA expr inhib,IP6K1 inhibitor,HEK cytotox,3T3 cytotox,SNCA viab count,GPT2 inhibitor
O=C(NCc1cccnc1)C1(CCO)CC12CCOCC2 (stereo not given),28µM*,-8%,11,0%,i,-1%,-12%
CCc1ccc(NC(=O)c2sc3ncnc(N(C)C4CCCCC4)c3c2C)cc1,.,?,2,.,.,5%,.
CCn1cc(C(=O)NCc2ccccc2OC)c(=O)c2cc(S(=O)(=O)N3CCCCC3)ccc21,.,-28%,-9,.,.,0%,.
COCCOC(=O)c1c(-c2ccccc2)c(-c2ccccc2)nn(C)c1=O,.,-8%,3,.,.,-7%,.
CCC1Oc2ccc(NC(=O)COc3ccccc3)cc2CN(Cc2cccc(OC)c2)C1=O (stereo not given),4%,-13%,1,45µM*,?,0%,-1%
CC(C)n1cnnc1CC1CCN(S(=O)(=O)Cc2ccccc2)C1 (stereo not given),-5%,4%,12,11%,-23%,-9%,i
CC(C)CCNC(=O)CN1C(=O)CSc2ccc(S(=O)(=O)N3CCC(C)CC3)cc21,.,-4%,-11,.,.,-17%,.
COc1ccc(C2(C(=O)N3CCN(Cc4ccccc4)CC3)CCOCC2)cc1,.,10%,-7,-12%,-13%,2%,-7%
CC1=C(c2ccc(C)c(C)c2)S(=O)(=O)N=C1N1CCC(C(=O)N2CCC(C(N)=O)CC2)CC1,.,-3%,-10,.,.,1%,.
O=[S+]([O-])(NC1CCCN(c2ccnc3ccnn23)C1)c1cccs1 (stereo not given),.,13%[87.6 µM],13,?,?,9%[87.6 µM],-13%[88.5 µM]
CNC(=O)c1cc(C)nc2onc(C3CCCN(C(=O)C(C)(C)C)C3)c12 (stereo not given),.,.,-8,3%,-2%,.,.
COc1ccc(C(=O)COC(=O)C(Cc2c[nH]c3ccccc23)NC(=O)c2ccc(C(C)(C)C)cc2)cc1 (stereo not given),.,14%,7,.,.,-9%,.

# The closing four entries of the section before open the next one.
SMILES,Luciferase inh,SNCA expr inhib,IP6K1 inhibitor,HEK cytotox,3T3 cytotox,SNCA viab count,GPT2 inhibitor
CC1=C(c2ccc(C)c(C)c2)S(=O)(=O)N=C1N1CCC(C(=O)N2CCC(C(N)=O)CC2)CC1,.,-3%,-10,.,.,1%,.
O=[S+]([O-])(NC1CCCN(c2ccnc3ccnn23)C1)c1cccs1 (stereo not given),.,13%[87.6 µM],13,?,?,9%[87.6 µM],-13%[88.5 µM]
CNC(=O)c1cc(C)nc2onc(C3CCCN(C(=O)C(C)(C)C)C3)c12 (stereo not given),.,.,-8,3%,-2%,.,.
COc1ccc(C(=O)COC(=O)C(Cc2c[nH]c3ccccc23)NC(=O)c2ccc(C(C)(C)C)cc2)cc1 (stereo not given),.,14%,7,.,.,-9%,.
O=C(NC1CCCCC1)N[C@H]1CCN2C(=O)c3cc(-c4ccccc4)ccc3NC(=O)[C@H]12,7%[172 µM],-4%[87.6 µM],-16,-24%[172 µM],-22%[174 µM],-10%[87.6 µM],i
O=C(NCCCc1ccccc1)C1CCCCN1Cc1ccc(-c2cccs2)cc1 (stereo not given),.,4%,-11,?,?,-1%[12.5 µM],i
CS(=O)(=O)c1ncc(N(Cc2ccco2)Cc2ccco2)c(C(=O)Nc2ccccc2Br)n1,.,-7%,-20,.,.,-2%,.
Cc1cc(C)n(CCC(=O)N2CCCC(c3nnnn3C)C2)n1 (stereo not given),4%,4%,-12,-3%,-13%,5%,i
COc1cccc(CN[C@@H]2CCC[C@@H](C(=O)NC3CCOCC3)CC(=O)N(C)C2)c1,-7%[172 µM],-3%[87.6 µM],-7,-5%[172 µM],i,3%[87.6 µM],2%[88.5 µM]
Cc1cc(-c2cnc3n[nH]c(-c4sccc4C)c3n2)ccn1,0%[172 µM],11%[87.6 µM],9,?,?,6%[87.6 µM],-10%[88.5 µM]
CC(C)c1nn2c(=O)cc(COC(=O)c3ccc(NC(=O)C4CCCCC4)cc3)nc2s1,.,174%[activator],0,.,.,-6%,.
Fc1ccc(-c2cc(CC3(NCc4ccccc4F)COC3)no2)cc1,-3%[172 µM],-24%[87.6 µM],7,?,?,?,-7%[88.5 µM]
O=c1cc(-c2ccccn2)oc2c(-c3cccc(CO)c3)nccc12,5%[172 µM],?,28,?,?,6%[87.6 µM],0%[88.5 µM]
COc1cccc(N2C(=O)NC(=NC3CCCCC3)C23CCCN(CC2CC2)C3)c1 (stereo not given),.,?,-22,?,?,-17%,1%
Cc1noc(C)c1-c1nccc2c(=O)cc(-c3cccnc3)oc12,-6%[172 µM],40%[activator][87.6 µM],-17,i,?,4%[87.6 µM],i
Cc1ccc(NC(=O)N2CCC(Oc3ncccc3C(=O)N3CCOCC3)C2)cc1Cl (stereo not given),-7%,-2%,-2,-27%,-21%,8%,1%
COc1cc(Cl)ccc1C(=O)NC1CCN(c2cc(-c3cccs3)[nH]n2)C1 (stereo not given),-5%,-25%,6,?,?,-17%,?
O=C(c1cccnc1)N1CCC2(CCCCO2)CC1,4%,7%,19,?,-13%,3%,i
CCCc1cc(C(=O)N2CCC3(CC2)CN(C(C)CCC)C(=O)O3)n[nH]1 (stereo not given),5%,-18%,10,-21%,-4%,-6%,0%[11.5 µM]
CC(=O)N1CCCC1c1nc2ccccc2n1Cc1ccccc1C (stereo not given),.,?,2,.,.,-8%,.
O=C(NCc1nc2ccccc2n1Cc1ccccc1Cl)c1ccccc1,.,-5%,22,.,.,-12%,.
O=C(Nc1ccc(F)cc1)c1ccc2ccnn2c1,?,98%[activator][87.6 µM],3,?,?,2%[87.6 µM],-9%[88.5 µM]
Cc1ccc(OCc2nc(-c3ccc(C(=O)N4CCN(c5ccccc5)CC4)cc3)oc2C)cc1,.,89%[activator],19,.,.,7%,.
CCO[C@H]1CN(C2CCN(c3ccc4c(c3)CCC4)CC2)C[C@@H]1O,-7%,-5%,1,?,?,6%,1%
Cc1ccc(NC(=O)N2CCC(CCNC(=O)C(C)C)CC2)cc1F,?,38%[activator],4,-6%,-6%,5%,i
Cc1noc(CN(C)C(=O)C2C3C(=O)N(Cc4ccc(C)c(C)c4)C[C@@]34C=C[C@@H]2O4)n1 (stereo not given in full),0%,-14%,-9,i,-3%,5%,-12%
CCCOc1ccc(C(=O)Nc2ccc(NC(=O)c3cccc(Cl)c3)cc2)cc1,.,?,30,.,.,-5%,.
CC1=C(C(=O)Nc2cccnc2)C(c2ccc(F)cc2)n2nc(SCc3ccccc3F)nc2N1 (stereo not given),.,-6%,15,.,.,0%,.
O=C(NCCC1=CCCCC1)c1c(-c2cncnc2)cc(=O)n2c1CCCC2,.,35%[activator],7,-33%,?,4%,-1%
NC(=O)CSc1nc2ccc(NC(=O)COc3ccccc3Cl)cc2s1,.,11%,10,.,.,-15%,.
CC(C)c1ccc2c(c1)NC(c1ccc(F)cc1)=NC(c1cccs1)=N2,.,1%,-3,.,.,0%,.
COc1cc(OC)cc(C(=O)Nc2ccc3nc4c(c(Nc5ccc(OC)c(OC)c5)c3c2)CCCC4)c1,.,-6%,-7,.,.,-21%,.
Cc1ncc(-c2ccc(F)c3cccnc23)nc1C,9%,-7%,-6,-2%,5%,2%,-4%[11.5 µM]
Cn1ncc2c(C(=O)NC3CCc4ccccc43)cc(-c3ccccc3C(F)(F)F)nc21 (stereo not given),.,.,5,?,?,.,.
Cc1ccc(C(=O)N2[C@@H]3CC[C@H]2CC(NC(=O)c2ccc(F)cc2)C3)cn1 (stereo not given in full),-2%,2%,24,i,-19%,-3%,-6%
COc1ccc2[nH]c(=O)c(CCC(=O)N3CCN(CC(C)C)CC3)cc2c1,-1%,-22%,33,-3%,i,4%,i
NC1(C(=O)N2CCCC(CCc3cccc(C(F)(F)F)c3)C2)CC1 (stereo not given),-1%,-12%,-11,?,?,-5%,-10%
CC(C)CCN1CC(C(=O)NCCN(C)C)C2(CCOCC2)C1 (stereo not given),3%,-3%,15,-6%,i,-24%,i
COc1ccccc1CNC(=O)C1CCCN(c2nn3cc(-c4ccc(F)cc4)nc3s2)C1 (stereo not given),.,96%[activator],-2,.,.,5%,.

# Screening data from PubChem.

# These rows are one share of the data; rates above refer to the full screens.
